Furin inhibitor: human furin inhibitors, primary screen, biochemical, fluorescence intensity. P09958. purified furin, fluorogenic substrate cleavage. inhibition, % at 30 µM. 220,000 tested, 0.061% active. AID 463115, 2010; in the data active = inhibition above about 25%; also: inactives centre near -15
p47phox inh: p47phox/p22phox peptide binding inhibitors, primary screen, biochemical, uHTS, NADPH oxidase regulatory subunit. Neutrophil cytosol factor 1 (Homo sapiens), P14598. fluorescence polarization, 2 h. inhibition, % at 24.7 µM. 220,000 tested, 0.53% active;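 also: 0% = p47phox with labelled peptide and 100% = labelled peptide alone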
KLK5 inh: human KLK5 protease inhibitors, primary screen, biochemical, 1536-well; Kallikrein-5 (Homo sapiens), Q9Y337; AID 873, 2007; inhibition, % at 5 µM; recombinant hK5, fluorogenic AMC substrate cleavage; 210,000 tested, 0.59% active;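 active = inhibition of 40% or more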;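 also: 0% = enzyme controls without compound and 100% = no-enzyme blanks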
Target sequence (Q9Y337 67-293 limits assumed): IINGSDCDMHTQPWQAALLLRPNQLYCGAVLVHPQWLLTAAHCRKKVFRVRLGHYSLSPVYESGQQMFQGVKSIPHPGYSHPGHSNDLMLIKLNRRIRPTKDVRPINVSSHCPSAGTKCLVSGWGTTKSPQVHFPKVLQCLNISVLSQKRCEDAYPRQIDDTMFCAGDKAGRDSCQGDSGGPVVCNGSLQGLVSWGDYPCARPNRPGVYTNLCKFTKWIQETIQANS
Thrombin inh: human alpha-thrombin inhibitors, primary screen, counter-screen for coagulation protease inhibitor project, biochemical, 1536-well, fluorogenic AMC substrate | Boc-VPR-AMC fluorogenic substrate cleavage | inhibition, % at 5 µM | AID 1046, 2008 | 220,000 tested, 0.26% active | Prothrombin (Homo sapiens), P00734;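 active = inhibition at or above 40%; inactive = inhibition below 40%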;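 also: 0% = enzyme with no compound and 100% = wells without enzyme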
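Test system: human alpha-thrombin; medium: pH 7.5 Tris-saline with Tween 20; times: reaction at room temperature; signal: AMC fluorescence at 355 nm excitation and 460 nm emission; also added: Boc-VPR-AMC substrate, 15 µM final; dosing: one concentration per compound, 5 µM, with 0.2% DMSO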
Rad51 HR inh: human RAD51 strand exchange inhibitors, primary screen, biochemical, fluorescence; DNA repair protein RAD51 homolog 1 (Homo sapiens), Q06609; hRad51 DNA strand exchange, fluorescence dequenching; 200,000 tested, 0.085% active; inhibition, % at 10 µM;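 active = inhibition above 40% at the single screening dose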;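 also: 0% = DMSO control wells and 100% = blanks with heterologous ssDNA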
Target sequence (Q06609 whole entry, looked up): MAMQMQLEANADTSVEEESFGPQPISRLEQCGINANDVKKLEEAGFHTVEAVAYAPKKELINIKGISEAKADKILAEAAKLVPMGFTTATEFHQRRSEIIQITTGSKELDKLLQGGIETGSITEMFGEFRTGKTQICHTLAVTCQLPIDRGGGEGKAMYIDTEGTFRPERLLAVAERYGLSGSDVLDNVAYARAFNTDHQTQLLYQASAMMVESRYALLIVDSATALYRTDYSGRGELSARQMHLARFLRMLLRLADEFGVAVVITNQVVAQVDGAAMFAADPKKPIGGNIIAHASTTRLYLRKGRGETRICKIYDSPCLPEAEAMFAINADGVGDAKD
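Material: Human Rad51 nucleoprotein filaments preassembled on unlabelled ssDNA | Also added: Labelled 47-mer dsDNA for strand exchange | Dosing: Single dose, 10 µM final compound | Schedule: 30-min compound preincubation and 15-min exchange, both room temperature | Technique: Fluorescence dequenching at 485/520 nm | Measure: Percent inhibition relative to plate controls and blanks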
14-3-3 Bad PPI: inhibitors of 14-3-3 zeta/Bad binding, primary screen, biochemical, TR-FRET, bovine 14-3-3 zeta | TR-FRET 14-3-3zeta/Dy647-pBad peptide displacement, 1 h | inhibition, % at 21.7 µM | 14-3-3 protein zeta/delta (Bos taurus), P63103 | 220,000 tested, 0.71% active;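 active = inhibition above about 70%, limit read from the data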;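 also: 0% = full 14-3-3 plus peptide FRET controls and 100% = background without 14-3-3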
Target sequence (P63103 whole entry, looked up): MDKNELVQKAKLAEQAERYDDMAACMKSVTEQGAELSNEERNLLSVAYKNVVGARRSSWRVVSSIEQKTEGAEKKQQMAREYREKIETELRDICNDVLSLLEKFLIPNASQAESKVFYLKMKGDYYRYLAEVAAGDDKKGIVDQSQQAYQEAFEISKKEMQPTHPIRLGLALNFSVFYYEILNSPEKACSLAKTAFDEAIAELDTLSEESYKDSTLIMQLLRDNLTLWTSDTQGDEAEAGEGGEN
eIF4E 4G PPI: eIF4E–eIF4G protein interaction inhibitors, primary screen, biochemical, uHTS, TR-FRET, eIF4GI fragment | Eukaryotic translation initiation factor 4E (Mus musculus) + Eukaryotic translation … | TR-FRET eIF4E-eIF4GI(517-606) binding, 2 h | inhibition, % at 21.7 µM | 220,000 tested, 0.37% active | AID 782, 2007;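 also: 0% = full FRET control wells and 100% = background wells lacking eIF4GI fragment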
EBV gp42 inh: Epstein-Barr virus gp42 inhibitors, primary screen, biochemical, uHTS, fluorescence polarization. Glycoprotein 42 (Epstein-Barr virus (strain AG876)), Q1HVG2. Fluorescence polarization binding assay, mP read-out. inhibition, % (tested at 21.74 µM). 220,000 tested, 0.42% active. AID 1085, 2008; in the data active = inhibition above about 50%
Target sequence (Q1HVG2 whole entry, looked up): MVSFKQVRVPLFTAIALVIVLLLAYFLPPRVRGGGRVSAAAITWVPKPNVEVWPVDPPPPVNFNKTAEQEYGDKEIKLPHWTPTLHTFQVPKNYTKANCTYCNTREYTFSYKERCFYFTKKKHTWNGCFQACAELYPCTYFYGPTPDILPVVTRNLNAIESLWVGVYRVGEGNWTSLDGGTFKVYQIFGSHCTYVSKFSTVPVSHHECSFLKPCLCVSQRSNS
Cl transport mod: KCC2 cotransporter modulators, thallium flux, primary screen, cell-based, HEK293 KCC2, FluoZin-2 fluorescence, MLSMR | Solute carrier family 12 member 5 (Homo sapiens), Q9H2X9 | KCC2 cells, thallium flux FluoZin-2 fluorescence | B-score of Tl+ flux slope (higher = more flux/activation; lower = inhibition) at 10 µM | 190,000 tested, 2.2% active | AID 1456, 2008;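 active = thallium flux slope and its plate-corrected score both differing from the plate sample mean at a set confidence after two filtering rounds, in either direction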;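 also: slope of fluorescence scaled to starting intensity during 10 to 20 s after thallium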
Numbers without * were called inactive; nt = no result given; [ ] = remark or other dose.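 The calls were made as follows, unless noted: active = inhibition above about 30% (limit read from the data); inactive = the rest.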

Each structure is followed by: Furin inhibitor, p47phox inh, KLK5 inh, Thrombin inh, Rad51 HR inh, 14-3-3 Bad PPI, eIF4E 4G PPI, EBV gp42 inh, Cl transport mod
#1 CCc1ccc(OCC(=O)Nc2cc(S(=O)(=O)CC)ccc2O)cc1
  -16[20 µM], -10, -13, 1, nt, -10, 9, -9, nt
#2 CCOc1ccc(C(=O)Nn2cnnc2)cc1
  -24, -3, 3, 3, 0, -2[fluorescence artefact?], 1[fluorescence artefact?], -24, 0.44
#3 O=C(NC(N1CCCCCC1)C(Cl)(Cl)Cl)c1ccccc1Cl (stereo unspecified)
  -19, -14, -9, -2, 9, -2[fluorescence artefact?], 16[fluorescence artefact?], -9, 0.13
#4 COc1cc2c(cc1NC(=S)Nc1cccc(C(F)(F)F)c1)oc1ccccc12
  -1[20 µM], -33, 4, 4, 4, 6, 0, -17, 0.75
#5 COc1ccccc1-c1cc(C(F)(F)F)nc(N2CCN(c3ccc(F)cc3)CC2)n1
  -4[20 µM], -12, -2, 3, 3, 6, 3, 4, 0.21
#6 CCC1(C)Cc2ccccc2-c2nc3n(c(=O)c21)CCS3 (stereo unspecified)
  2, -6, -9, -2, nt, -10, 0[fluorescence artefact?], 7, -0.42
#7 CC(C)Oc1cccc(C(=O)NC(=S)Nc2cccnc2)c1
  -15, -9, -3, 3, nt, 1[fluorescence artefact?], 6[fluorescence artefact?], -58, 4.1
#8 CN(Cc1cnn(-c2ccc(F)cc2)c1)Cc1nc(Cc2ccccc2)no1
  -16, 6, -5, -9, -2, 10, 1, 6, -3
#9 COc1ccc(N2C(=O)[C@@H]3Cc4ccccc4CN3C2=O)cc1
  -19, 1, 0, -4, 6, 2, 1, -1, -0.047
#10 C[C@@H]1CC[C@H](O)/C=C/C(=O)O[C@H](C)CC[C@H](O)/C=C/C(=O)O1
  -34, -10, 5, 7, -2, -2, -16, -15, 0.018
#11 CC(C)C1N=C(c2ccc3c(c2)OCO3)CC(c2ccccc2O)N1 (stereo unspecified)
  -21[20 µM], -20, -10, 3, 7, 11, -8[fluorescence artefact?], -6, -1.5
#12 Nc1nc2nccc(-c3ccco3)n2n1
  -64, 8, -34, -14, -32, 10, 0, 0, 1.2
#13 COc1ccc(CCNC(=O)NC23CC4CC(CC(C4)C2)C3)cc1OC
  -29[20 µM], 4, -4, -10, -6, 0[fluorescence artefact?], -1[fluorescence artefact?], -15, -0.52
#14 CC(=O)c1cccc(N(C(=O)c2ccccn2)C(C(=O)NC2CCCCC2)c2cccs2)c1 (stereo unspecified)
  -21[20 µM], -6, -24, 1, 10, 0, -13, 5, nt
#15 CCNC(=S)N/N=C(\C)c1ccc2c(c1)OCCO2
  -14, -5, -10, 1, 12, -2, 6, -15, 1.5
#16 CN1C[C@@H]2C(c3ccc(C(F)(F)F)cc3)C3(c4ccccc4)CC2(C3)[C@H]1c1ccccc1 (stereo partly specified)
  -16, -11, -4, -7, 6, 6, 1, 2, -0.62
#17 Cc1ccccc1-n1c(=S)[nH]c2nc3c(cc2c1=O)CCCC3
  -20, -7, 7, 36, 8, -10, 2, -19, 25*
#18 Cc1ccc(S(=O)(=O)N2CCCC(C(=O)NCCC3=CCCCC3)C2)cc1 (stereo unspecified)
  -6[20 µM], -5, -11, 1, 9, -6[fluorescence artefact?], -6, -15, 0.0033
#19 CCc1ccc(OCC(=O)NC2CC(C)(C)NC(C)(C)C2)cc1
  -1, -5, nt, -6, nt, -6, 1, -6, -1.4
#20 CN(Cc1cccs1)C(=O)CSc1nc(N)cc(N)n1
  -30, 5, -3, -4, -4, -8, -2, 6, 0.14
#21 CCOC(=O)N/N=C/c1ccccc1F
  -17[20 µM], -8, -8, -5, nt, -4, -3, -3, -0.33
#22 CCN1CCN(CCCN(Cc2ccco2)C(=S)Nc2ccc(C)c(Cl)c2)CC1
  -16, -4, 3, -2, 1, -6, -3, 2, -0.26
#23 Clc1ccc(-n2nnc(-c3cccnc3Cl)n2)cc1Cl
  -24, 5, 1, -1, 0, 15, 3, -6, -0.82
#24 CCOC(=O)C(=NCCCN(C)C)NNc1ccc(Br)cc1
  -7, -23, -3, 2, nt, -4, -4[fluorescence artefact?], -4, -0.58
#25 O=C(C[n+]1ccc(-c2nnc3n2CCCCC3)cc1)c1ccc(Cl)cc1
  -12, -9, 2, 2, 2, 9, 2, -21, 0.77
#26 COC(=O)c1cc(NC(=O)c2ccc(-c3ccccc3)cc2)ccc1Cl
  -19, 2, -19, -1, 2, -4, 0, -5, 0.11
#27 O=C(NCCc1ccccc1)c1noc2c1CCc1ccccc1-2
  -6, -9, -10, -1, 1, 10, 2[fluorescence artefact?], -6, nt
#28 CCCCCC(=O)Nc1nc(C)c(-c2csc(Nc3ccccc3OC)n2)s1
  -13[20 µM], -19, nt, -6, -2, 14, -1, -8, -0.67
#29 Cc1c(NC(=O)CC(O)(C(F)(F)F)C(F)(F)F)c(=O)n(-c2ccccc2)n1C
  11[20 µM], 4, -1, -5, 0, 4, 5[fluorescence artefact?], -1, -0.23
#30 CCC1ON(C(C)C)C2c3nc4ccccc4n3CC12 (stereo unspecified)
  -31, -8, 4, 4, -2, -6, -5, -7, -0.092

Records 29–30, reprinted for reference:
Each structure is followed by: Furin inhibitor, p47phox inh, KLK5 inh, Thrombin inh, Rad51 HR inh, 14-3-3 Bad PPI, eIF4E 4G PPI, EBV gp42 inh, Cl transport mod
#29 Cc1c(NC(=O)CC(O)(C(F)(F)F)C(F)(F)F)c(=O)n(-c2ccccc2)n1C
  11[20 µM], 4, -1, -5, 0, 4, 5[fluorescence artefact?], -1, -0.23
#30 CCC1ON(C(C)C)C2c3nc4ccccc4n3CC12 (stereo unspecified)
  -31, -8, 4, 4, -2, -6, -5, -7, -0.092

Next part
Each structure is followed by: Furin inhibitor, p47phox inh, KLK5 inh, Thrombin inh, Rad51 HR inh, 14-3-3 Bad PPI, eIF4E 4G PPI, EBV gp42 inh, Cl transport mod
#31 CC(C)(C)c1ccc(C(=O)Nc2ccc(N3CCOCC3)cc2)cc1
  -5[20 µM], -4, -5, -1, 2, -15, 15, -1, -0.6
#32 Oc1c(C(Nc2cccc(C(F)(F)F)c2)c2cccnc2)ccc2cccnc12 (stereo unspecified)
  18, -3, -74, -1, -1, 1, 1[fluorescence artefact?], -23, 1.1
#33 COC(=O)c1nnn(-c2nonc2N)c1CSc1nnc(N)s1
  -17, -8, -14, 1, 9, 6, 0, -10, 0.11
#34 COC(=O)C(NC(C)=O)(Nc1nc2c(s1)CCCC2)C(F)(F)F (stereo unspecified)
  -16, -6, -18, -3, nt, -2, 2, 3, 0.11
#35 O=C(O)c1ccc(COc2ccc(CO)cc2Cl)cc1
  -20[20 µM], -4, 3, 4, -4, -14, -6, -14, 0.098
#36 CCOc1ccccc1/C=C(\NC(=O)c1ccccc1)C(=O)NCCC(=O)O
  -5, -3, -11, -3, -19, 1[fluorescence artefact?], 1, -23, 2.5
#37 CN(C(=O)c1ccc(S(=O)(=O)N2CCCC2)cc1)C1CCCCC1
  -1[20 µM], -10, -26, 0, nt, -6, -17, 7, -0.033
#38 CC(=O)Nc1ccc(S(=O)(=O)Nc2cccc(N(C)S(C)(=O)=O)c2)cc1
  -4[20 µM], -3, 5, -5, 0, -4, -8, -14, 0.54
#39 Cc1ccc(S(=O)(=O)NCCn2c(C)cc3ccccc32)cc1
  -7, -26, -10, 4, nt, -10, 0, 29, 0.97
#40 CCn1cc(CNCc2cn[nH]c2-c2cc3ccccc3o2)cn1
  -15, -2, nt, 0, nt, -5, -1, -1, -0.029
#41 COc1ccc(-c2c3c(nc4sc5c(Cl)nc(C)nc5c24)CCC3)cc1
  0[20 µM], -3, -4, -13, -11, -10[fluorescence artefact?], -23[fluorescence artefact?], -11, 0.25
#42 COc1ccc2c(C)cc(N3CCN(c4ccc(F)cc4)CC3)nc2c1
  -25[20 µM], -10, -4, -1, 9, -5, 1, -24, 0.1
#43 Cc1cc(=O)oc2cc(OCC(=O)OCC(=O)Nc3ccc(C(N)=O)cc3)ccc12
  -32, 5, 3, 2, 18, 5, -6, -6, -0.15
#44 CCC(C)NCCCOc1ccc(Cl)cc1C(C)(C)C (stereo unspecified)
  7, -3, -2, 1, 26, 59[fluorescence artefact?], 6, -8, 0.86
#45 COC(=O)c1ccc(NC(=O)Nc2ccc(C)cc2)cc1
  -7[20 µM], -1, 6, 2, -1, -4, -4, -8, -0.0065
#46 O=C1NCCCc2nc(Oc3ccccc3)sc21
  -31, 0, 1, 6, 0, 7, -8, -6, 0.084
#47 Cc1ccc2[nH]c3c(c2c1)CN(C(=O)CN(C)CC1OCCO1)CC3
  -15[20 µM], -12, -14, 1, -4, -2, 4, 8, 1.1
#48 Cc1ccc(CN2CCN(/N=C/c3cccs3)CC2)cc1
  -18, -12, -11, -1, 15, -8[fluorescence artefact?], 6, -2, 0.83

9 compounds from above, arranged by count of non-hydrogen atoms, highest first:
Each structure is followed by: Furin inhibitor, p47phox inh, KLK5 inh, Thrombin inh, Rad51 HR inh, 14-3-3 Bad PPI, eIF4E 4G PPI, EBV gp42 inh, Cl transport mod
#43 Cc1cc(=O)oc2cc(OCC(=O)OCC(=O)Nc3ccc(C(N)=O)cc3)ccc12
  -32, 5, 3, 2, 18, 5, -6, -6, -0.15
#36 CCOc1ccccc1/C=C(\NC(=O)c1ccccc1)C(=O)NCCC(=O)O
  -5, -3, -11, -3, -19, 1[fluorescence artefact?], 1, -23, 2.5
#42 COc1ccc2c(C)cc(N3CCN(c4ccc(F)cc4)CC3)nc2c1
  -25[20 µM], -10, -4, -1, 9, -5, 1, -24, 0.1
#47 Cc1ccc2[nH]c3c(c2c1)CN(C(=O)CN(C)CC1OCCO1)CC3
  -15[20 µM], -12, -14, 1, -4, -2, 4, 8, 1.1
#40 CCn1cc(CNCc2cn[nH]c2-c2cc3ccccc3o2)cn1
  -15, -2, nt, 0, nt, -5, -1, -1, -0.029
#39 Cc1ccc(S(=O)(=O)NCCn2c(C)cc3ccccc32)cc1
  -7, -26, -10, 4, nt, -10, 0, 29, 0.97
#48 Cc1ccc(CN2CCN(/N=C/c3cccs3)CC2)cc1
  -18, -12, -11, -1, 15, -8[fluorescence artefact?], 6, -2, 0.83
#35 O=C(O)c1ccc(COc2ccc(CO)cc2Cl)cc1
  -20[20 µM], -4, 3, 4, -4, -14, -6, -14, 0.098
#46 O=C1NCCCc2nc(Oc3ccccc3)sc21
  -31, 0, 1, 6, 0, 7, -8, -6, 0.084

Source: PubChem (several laboratories)
